# ARNT TACC3 PPI: disruptors of ARNT/TACC3 protein interaction, primary screen, biochemical, AlphaScreen, single concentration | Transforming acidic coiled-coil-containing protein 3 (Homo sapiens), Q9Y6A5 | AID 623870, 2012 | AlphaScreen His-ARNT PAS-B/GST-TACC3 binding, luminescence; TACC3 fragment carries E629A point mutation | inhibition, % at 9.99 µM | 390,000 compounds, 0.66% hits;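 active = mean inhibition of replicates at least 50% and at least half of replicates each reaching 50%; inconclusive = half or more replicates reach 50% but mean below 50%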;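 also: 0% = complete ARNT plus TACC3 wells and 100% = ARNT alone without TACC3; many hits fall short of the cut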
# INS-1E GSIS act: GLuc luminescence reporter in INS-1E cells, primary screen for activators of glucose-dependent secretion of insulin; INS-1E GLuc reporter insulin secretion, 2-3 h; activation, % at 16.6 µM; 370,000 compounds, 0.61% hits; AID 743287, 2014;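 active = lowest replicate activation of at least 40%, so every replicate reaches that level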;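 also: 0% = median of neutral control wells and 100% = median of IBMX positive control wells; some compounds called inactive have numbers as strong as hits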
# XiGFP reactiv: activators of inactive X chromosome reactivation, primary screen, imaging, XiGFP fibroblasts, GFP high-content imaging, set 2. AID 743238, 2013. activation, % at 7.58 µM. 360,000 compounds, 0.055% hits. XiGFP mouse fibroblasts, % GFP-positive cells imaging, 3 d; cells co-treated with 5-aza-dC sensitizer; scaled so ellipticine positive control = 100%;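 active = mean normalized replicate activation at least 10% and every replicate at or above 10%; inconclusive = only one of the two criteria met; inactive = mean below 10% and not all replicates reach 10%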;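 also: 0% = median of on-plate neutral control wells and 100% = ellipticine 6 µM median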
#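 System: 68-5-11 XiGFP fibroblast line | Buffer or medium: DMEM containing 5-aza-dC | Compound: Single point | Times: Compounds 3 days, fix/stain 15 min at room temperature | Benchmarks: Positive control ellipticine, 6 µM final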
# ERp5 block: inhibitors of ERp5-driven insulin aggregation, primary screen, biochemical, turbidity, absorbance 650 nm, single point; 90 min; 350,000 compounds, 0.05% hits; inhibition, % at 9.99 µM;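 active = mean replicate inhibition above about 25%, with every replicate also reaching it, limit read from the data, passing the limit was not always enough; inconclusive = only one of those two criteria met; inactive = neither criterion met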
# Target sequence (Q15084 whole entry, looked up): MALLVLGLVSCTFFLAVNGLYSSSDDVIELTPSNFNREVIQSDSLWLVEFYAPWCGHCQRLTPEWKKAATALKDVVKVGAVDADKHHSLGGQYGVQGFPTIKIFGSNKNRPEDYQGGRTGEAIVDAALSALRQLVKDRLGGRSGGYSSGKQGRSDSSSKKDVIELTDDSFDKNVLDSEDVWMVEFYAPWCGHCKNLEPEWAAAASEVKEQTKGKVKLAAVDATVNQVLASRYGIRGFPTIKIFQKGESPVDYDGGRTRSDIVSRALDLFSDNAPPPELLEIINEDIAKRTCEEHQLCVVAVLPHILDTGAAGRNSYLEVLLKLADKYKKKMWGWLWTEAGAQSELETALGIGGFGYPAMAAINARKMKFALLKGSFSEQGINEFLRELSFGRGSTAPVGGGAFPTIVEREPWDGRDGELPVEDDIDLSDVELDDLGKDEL
# DENV2 CPE: inhibitors of DENV2 cytopathic effect, primary screen, cell-based, plate reader, single concentration; CPE inhibition, % at 9.99 µM; 350,000 compounds, 1.7% hits; DENV2-infected cells, cytopathic effect rescue; in the data active = CPE inhibition above about 20%, passing the limit was not always enough; inconclusive = no clear call, values can overlap the other calls; tested in BHK-21 cells;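 also: 0% = median of neutral control wells and 100% = median of positive control wells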
# PAX8 inh HTS: inhibitors of PAX8-driven TPO luciferase reporter, primary screen, RMG-I cells, single concentration. SteadyGlo, 24 h. inhibition, % at 12.6 µM. 360,000 compounds, 1.2% hits. AID 652154, 2013;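 active = mean replicate inhibition at least 60% with every replicate also reaching 60%; inconclusive = only one of the two criteria is met; inactive = mean below 60% and not all replicates reaching 60%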;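 also: luciferase light reporting Pax8 driven TPO promoter activity; plate controls were median of neutral control wells for no effect and mitoxantrone controls for full effect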
# EWS-Fli inh: EWS/Fli-driven NR0B1 reporter inhibitors, primary screen, A673 cells, NR0B1 luciferase, luminescence, MLPCN library. AID 651661, 2012. viability-normalised. 350,000 compounds, 0.67% hits. inhibition, % at 12.6 µM;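 active = mean inhibition of at least 50% after viability correction, with every replicate also passing that limit; inconclusive = mean reaches 50% but only one of two replicates passes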;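 also: firefly luciferase signal divided by Alamar Blue viability fluorescence both relative to DMSO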
# F508del corr: F508del CFTR correction, initial screen, CFBE line, single point; CFBE cells, YFP halide quenching; stimulated with forskolin plus potentiator P3; % fluorescence drop versus neutral controls; activity (quench increase), % at 7.58 µM; 350,000 compounds, 0.36% hits; AID 720511, 2013;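 active = mean added fluorescence quench of at least 8% versus neutral control, with both replicates also reaching 8%; inconclusive = only one of the mean or replicate conditions met; inactive = mean below 8% and not both replicates reaching 8%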;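 also: cells transiently co-express mutant CFTR-F508del with the halide-sensitive YFP; corrector assay measuring rescue of mutant channel to the surface after 24 h compound exposure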
# * hit, by the source's call; ? = inconclusive; / = no result given; & = joins results of further samples.
SMILES,ARNT TACC3 PPI,INS-1E GSIS act,XiGFP reactiv,ERp5 block,DENV2 CPE,PAX8 inh HTS,EWS-Fli inh,F508del corr
C[C@H]1CN([C@@H](C)CO)C(=O)c2cccc(NS(=O)(=O)c3ccc(F)cc3)c2O[C@H]1CN(C)CC1CCCCC1,-7,0,0.1,4,-4,-15,-1,-2.0
C[C@H](CO)N1C[C@H](C)[C@H](CN(C)C(=O)Nc2ccc(F)cc2)Oc2ccc(NC(=O)Nc3ccccc3)cc2C1=O,-6,-27,-0.4,6,15,8,-3,0.9
COc1ccc(S(=O)(=O)N(C)C[C@H]2Oc3ccc(NS(=O)(=O)c4ccc(F)cc4)cc3CC(=O)N([C@@H](C)CO)C[C@H]2C)cc1,/,-5,-1.2,0,-7,/,3,-0.2
Cn1cccc1C(=O)OCc1ccc(F)cc1,-21,14,0.0,2,0,-80,-37,-2.6
COc1ccc(NC(=O)Nc2cccc3c2O[C@@H](CN(C)C(=O)Nc2c(C)noc2C)[C@@H](C)CN([C@H](C)CO)C3=O)cc1,15,-1,0.0,-1,8,-12,-5,-4.6
O=C(C[C@H]1CC[C@@H](NC(=O)c2ccncc2)[C@@H](CO)O1)NCC1CC1,-8,12&-9,-0.2&0.0,2&0,12&-1,-17,5&4,0.6&1.6
O=C(CCc1ccccc1)Nc1ccc(NS(=O)(=O)c2ccccc2)cc1,-7,-6,0.1,0,-1,15,14,0.4
CCN(C(=O)Cn1c(=O)n(-c2cc(OC)c(OC)c(OC)c2)c(=O)c2ccccc21)c1cccc(C)c1,-1,4,0.1,1,-3,15,8,0.3
CCOC(=O)CC(=O)NC(CC(=O)OC)c1ccc(Br)cc1 (stereo not drawn),-1,-19,0.1,3,/,-2,4,-0.4
C[C@H](CO)N1C[C@H](C)[C@H](CN(C)Cc2ccncc2)Oc2ccc(NC(=O)Nc3ccc(F)cc3)cc2CC1=O,3,-18,0.0,-1,-7,10,0,-3.9
O=C(COC(=O)c1cc(S(=O)(=O)N2CCCC2)ccc1O)NCCc1ccccc1,-6,/,0.0,-2,10,-5,-5,-1.1
COc1ccc(S(=O)(=O)N(CC(=O)NC2CC2)Cc2ccccc2)cc1,0,-7,0.0,0,12,9,0,-1.5
CC(C)(C)OC(=O)N1CCC2CCN(S(C)(=O)=O)CC21 (stereo not drawn),/,0,0.2,-8,-10,4,-3,0.4
CN(c1ccc(C(=O)Nc2ccc3c(c2)OCO3)cc1)S(C)(=O)=O,9,38,/,7,-5,-97,-54,-1.2
COc1ccccc1CN1[C@@H]2CN(C(=O)C3CCOCC3)c3ccccc3[C@@H]2[C@@H]1CO,0,0,0.1,0,-2,16,11,-1.7
O=C(CNC(=O)c1ccc(F)cc1)NCc1ccccn1,19,-10,0.2,-9,-6,-1,-5,0.6
O=[N+]([O-])c1cc(Br)cc(C=Nc2ccc3c(c2)OCO3)c1O,-1,-3,0.1,3,0,17,-22,-1.2
CC(=O)C[C@H]1c2ccccc2S(=O)(=O)N1C1CCCCC1,-7,/,-0.1,5,-8,-7,-3,-0.9
O=C(Nc1ccc(S(=O)(=O)N2CCCCCC2)cc1)c1c(F)cccc1F,19,-22,-0.1,-3,5,15,/,-3.7
O=C(NC(=S)NCCc1ccccn1)c1ccccc1,-2,26,0.0,-3,0,-66,-50,1.0
O=C1C=C(c2ccc(F)cc2OCc2ccccc2)C[C@@H](c2ccc(F)cc2)C1,7,5,-0.1,6,7,8,15,-0.7
C[C@@H]1CN([C@H](C)CO)C(=O)c2cc(NS(=O)(=O)c3ccc(Cl)cc3)ccc2O[C@@H](C)CCCCO[C@H]1CN(C)S(=O)(=O)c1ccc(F)cc1,-1,-12,0.0,5,16,87*,5,0.9
CN(C(=O)Cn1nc(C(=O)O)c2ccccc2c1=O)c1ccccc1,1,4,0.0,5,-2,13,6,3.1
COc1cc(CNCCNC(=O)c2nonc2N)ccc1OCc1ccc(Cl)cc1,2,-2,-0.1,-1,-6,-16,-2,-5.3
Cc1nc2nc(SCC(=O)NCCCN3CCCC(C)C3)nn2c(C)c1Cc1ccccc1Cl (stereo not drawn),4,1,0.0,3,-4,5,/,0.5
C[C@@H]1CN([C@@H](C)CO)C(=O)c2cc(-c3ccccc3)cnc2O[C@@H]1CN(C)C(=O)Nc1ccccc1F,-3,0,-0.7,6,1,/,-3,3.7
CCN(CC(=O)Nc1ccccc1C(F)(F)F)C(=O)c1oc2c(Cl)cccc2c1C,-13,-9,0.0,-2,-7,15,2,0.5
Cc1ccc(S(=O)(=O)N(C)C[C@@H]2Oc3cc(Br)ccc3S(=O)(=O)N([C@H](C)CO)C[C@H]2C)cc1,17,-25,0.3,2,/,1,5,1.7
Cn1c(SCC(N)=O)nnc1-c1ccc(C(C)(C)C)cc1,-5,8,0.0,-1,5,-4,4,1.4
CO[C@H]1CN(C)C(=O)c2cc(NC(=O)Nc3c(C)noc3C)ccc2OC[C@H](C)N(CCC(F)(F)F)C[C@@H]1C,-2,3,0.5,-1,/,/,1,0.1
C[C@H](O)C#Cc1ccc([C@H]2[C@H]3CN(CC4CC4)CCCCN3[C@H]2CO)cc1,-4,-2,0.0,-2,1,-1,-2,0.4
C#CCNC(=O)C1=C[C@H](C2CCCCC2)[C@@H](CCCO)[C@H](OCC)O1,2&-14,-3,0.1,2&0,?,9&7,7&3,0.0&0.4
O=C1NC(=Nc2cccc(O)c2)S/C1=C\c1cccnc1,-1,20,-0.1,-1,0,-28,-9,0.7
Cc1ccc(N2C(=O)CC(N3CCN(c4ccc(F)cc4)CC3)C2=O)c(C)c1 (stereo not drawn),-3,-14,0.0,-2,14,-12,-1,-0.5
Cc1cccc2sc(N(CCN(C)C)C(=O)C3CCN(S(=O)(=O)c4cccs4)CC3)nc12,11,-21,0.3,0,-2,-8,4,2.2
Cc1noc(C)c1NC(=O)N(C)C[C@@H]1Oc2c(NC(=O)c3ccc(-c4nccs4)cc3)cccc2C(=O)N([C@@H](C)CO)C[C@H]1C,24,20,0.4,-7,-2,/,-1,2.2
Cc1ccc(-c2noc(-c3ccccc3C(=O)N3CCOCC3)n2)cc1,4,/,/,-3,3,/,-12,-2.2
NC(=O)c1cc(Cl)cn(-c2ccccc2)c1=O,4,/,0.3,2,82*,-8,1,1.2
O=C(COC(=O)Cc1n[nH]c(=O)c2ccccc12)Nc1c(Cl)cccc1C(F)(F)F,/,2,0.0,3,7,-11,3,0.9
CC(C)CN(C(=O)Cn1c(C(F)(F)F)nc2ccccc21)C1CCS(=O)(=O)C1 (stereo not drawn),0,14,-0.1,6,3,5,4,-2.7

# The closing six entries of the section before open the next one.
SMILES,ARNT TACC3 PPI,INS-1E GSIS act,XiGFP reactiv,ERp5 block,DENV2 CPE,PAX8 inh HTS,EWS-Fli inh,F508del corr
Cc1cccc2sc(N(CCN(C)C)C(=O)C3CCN(S(=O)(=O)c4cccs4)CC3)nc12,11,-21,0.3,0,-2,-8,4,2.2
Cc1noc(C)c1NC(=O)N(C)C[C@@H]1Oc2c(NC(=O)c3ccc(-c4nccs4)cc3)cccc2C(=O)N([C@@H](C)CO)C[C@H]1C,24,20,0.4,-7,-2,/,-1,2.2
Cc1ccc(-c2noc(-c3ccccc3C(=O)N3CCOCC3)n2)cc1,4,/,/,-3,3,/,-12,-2.2
NC(=O)c1cc(Cl)cn(-c2ccccc2)c1=O,4,/,0.3,2,82*,-8,1,1.2
O=C(COC(=O)Cc1n[nH]c(=O)c2ccccc12)Nc1c(Cl)cccc1C(F)(F)F,/,2,0.0,3,7,-11,3,0.9
CC(C)CN(C(=O)Cn1c(C(F)(F)F)nc2ccccc21)C1CCS(=O)(=O)C1 (stereo not drawn),0,14,-0.1,6,3,5,4,-2.7
CCCCNc1c(-c2ccc(OC)c(SC(C)CC)c2)nc2cc(C)ccn12 (stereo not drawn),14,-20&-32,0.1&0.0,1&2,-6&1,52&-5,37&9,3.0&-0.5
COCCn1c(SCC(=O)NNC(=O)c2ccccc2)nc2ccccc21,/,/,0.0,-1,-3,1,-12,1.6
O=C(CSc1nnc(-c2ccc(F)cc2)o1)NC1CCCCC1,-2,-1,0.2,-4,-5,-4,-19,-3.1
COc1ccc(CC(N)c2csc(NC(=O)CCc3ccccc3)n2)cc1 (stereo not drawn),/,3,0.0,-7,15,0,14,0.8
O=C(NCc1ccccc1)c1ccc(OCC2CCCO2)cc1 (stereo not drawn),-9,7,0.0,4,1,4,-17,3.8
CO[C@@H]1CN(C)C(=O)c2ccc(NC(=O)NC(C)C)cc2OC[C@H](C)N(Cc2ccc(-c3ccccn3)cc2)C[C@H]1C,0,-10,0.4,5,/,18,0,0.0
Cn1c(=O)c(C(=O)NNC(=O)c2ccccc2Br)c(O)c2ccccc21,-5,-3,0.0,2,4,-3,7,0.0
Cc1ccc(NC(=O)CN(c2ccc(C)cc2)S(=O)(=O)c2cccc3nonc23)cc1,-2,5,0.1,3,-7,34,7,-1.2
O=C(CN(Cc1ccccc1)S(=O)(=O)c1ccc(Cl)cc1)NCC1CCCO1 (stereo not drawn),5,1,0.0,1,-5,9,-4,-1.4
CCN1CCCC1CNCc1cccc(OC)c1OCc1ccc(F)cc1 (stereo not drawn),4,47,0.3,/,/,7,/,/
O=C(C[C@H]1C[C@H]2c3cc(NC(=O)Nc4ccccc4F)ccc3O[C@H]2[C@@H](CO)O1)NCc1ccncc1,-12,-3,-0.1,3,0,6,2,-3.4
Cc1n[nH]c(C)c1S(=O)(=O)N1CCC(C(=O)N2CCn3c2nc2ccccc23)CC1,8,0,/,-2,-10,/,16,-0.8
N#CCCn1cc(/C=C/C(=O)O)c(-c2ccc(F)cc2)n1,-4,3,0.0,4,-3,13,-1,-0.9
CCCCN(C)c1ccc([N+](=O)[O-])cc1,0,2,0.1,2,?,-21,-8,1.5
CC1(C)Cc2c(cnn2-c2ccc(F)cc2)C(NC(=O)c2cnccn2)C1 (stereo not drawn),2,22,0.0,2,-8,-12,/,-4.0
COc1ccc(C(=O)CN2C(=O)c3ccccc3S2(=O)=O)cc1Br,-1,-2,0.0,1,?,21,/,0.8
N#C[C@@H]1[C@H](c2ccccc2)[C@@H](CO)N1C(=O)c1ccccc1F,-1,15,0.1,3,7,-10,-1,0.8
CC(Sc1nc2c([nH]c3ccccc32)c(=O)n1C)c1ccccc1 (stereo not drawn),8,3,0.3,-7,-1,16,13,1.3

# Screens from PubChem BioAssay.
